TNAP inhibition – human TNAP enzyme inhibitors, biochemical, luminescent (AID 518); purified TNAP enzyme, luminescent substrate readout; higher % means a stronger effect; inhibition, % at 20 µM, or IC50 in µM where a hit was titrated; 64,000 tested, 0.09% active; in the data active = a potency from the dose series; inactive = the rest, 99 in 100 with inhibition below about 22%;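 also: plate controls were vehicle for no effect and reference inhibitor for full effect; many of its hits are not listed in these tables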
HPDE-C7 viability – HPDE-C7 pancreatic duct cell viability loss – fluorescence, HTS (AID 430); HPDE-C7 pancreatic duct cells viability, fluorescence; higher % means a stronger effect; cytotoxicity, % at 10 µM; hits with a dose series show EC50 in µM; 63,000 tested, 1.8% active;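 also: cells exposed to compound for 48 hours before viability readout; 0% = vehicle and 100% = reference cytotoxic drug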
HT1080 viability – HT1080 cell viability loss – fluorescence readout (AID 620) | cytotoxicity, % at 10 µM, or EC50 in µM where a hit was titrated | 87,000 tested, 0.42% active | HT1080 viability, fluorescence; higher % means a stronger effect;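 also: cells exposed to compound overnight then 4 h with Alamar Blue; 0% = vehicle DMSO and 100% = killing control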
LYP phosphatase – LYP phosphatase inhibitors, primary screen, biochemical, DiFMUP fluorescence, recombinant catalytic domain, 10 µM (AID 606) | recombinant LYP catalytic domain, DiFMUP fluorescence; higher % means a stronger effect | inhibition, % at 10 µM, or IC50 in µM where a hit was titrated | 52,000 tested, under 10 active;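 active = IC50 under 40 µM in the dose-response test; inactive = IC50 of 40 µM or more, or never dose-tested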
PMK inhibit – blocks S. pneumoniae phosphomevalonate kinase; inhibition, % at 10 µM; purified PMK, PK/LDH-coupled NADH absorbance 340 nm; 65,000 tested, 0.49% active;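 active = top-ranked compounds by inhibition in the single 10 µM screen, taking a fixed number of the strongest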;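 also: 0% = full reaction with DMSO carrier and 100% = background rate without enzyme reaction; no value below 0 was filed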
Bfl-1 inhibitors – displacement of Bid BH3 peptide from Bfl-1 – biochemical, fluorescence polarization, FITC-Bid, mouse, primary screen (AID 432). FITC-Bid BH3 peptide fluorescence polarization displacement; higher % means a stronger effect. displacement, % at 20 µM, or IC50 in µM where a hit was titrated. 64,000 tested, 0.02% active; in the data active = a potency from the dose series; inactive = the rest, 99 in 100 with displacement below about 15%; also: strong numbers were not always called active
Spn MK inh – blocks S. pneumoniae mevalonate kinase; inhibition, % at 10 µM; 65,000 tested, 0.48% active; purified MK, PK/LDH-coupled NADH absorbance 340 nm;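 active = ranked among the strongest by inhibition in the single 10 µM screen, a fixed top-ranked set picked for dose follow-up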; also: no value below 0 was filed
DPM-DC inhibit – inhibitors of Streptococcus pneumoniae diphosphomevalonate decarboxylase | 65,000 tested, 0.49% active | calls only at 10 µM | purified DPM-DC, PK/LDH coupled NADH fluorescence;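 active = the 320 compounds with the highest percent inhibition in the single-dose primary screen, excluding strongly autofluorescent ones, cut at about 32% in these data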;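 also: kinetic rate of NADH fluorescence loss reporting ADP formed by the decarboxylase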
HPDE-C7K KRASV12 – viability loss of HPDE-C7K cells – cell-based, fluorescence, HTS, primary screen (AID 431) | one-dose cytotoxicity, % at 10 µM; EC50 in µM for titrated hits | HPDE-C7K KRASV12 cells, Alamar Blue viability, 48 h; higher % means a stronger effect | 63,000 tested, 1.7% active;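 active = compounds whose percent cytotoxicity in the single-dose primary screen, scaled between solvent and toxic-drug controls, exceeds 50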;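 also: 0% = DMSO solvent wells and 100% = doxorubicin-treated wells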
PMK inhibit pilot replicates – recorded beside PMK inhibit, whose call it bears; inhibition, %; measured here: pilot screen replicates
Spn MK inh pilot replicates – recorded beside Spn MK inh, whose call it bears; inhibition, %; measured here: pilot screen replicates
DPM-DC inhibit pilot screen % – recorded beside DPM-DC inhibit, whose call it bears; inhibition, %; measured here: pilot screen trials
Numbers without * were called inactive; i = inactive; nt = no result given. Rule as the data show it, unless noted: active = cytotoxicity above about 50%; inactive = the rest.

SMILES	TNAP inhibition	HPDE-C7 viability	HT1080 viability	LYP phosphatase	PMK inhibit	Bfl-1 inhibitors	Spn MK inh	DPM-DC inhibit	HPDE-C7K KRASV12	others
COC(=O)c1cc(NC(=O)CN2C(=O)CSC2=O)ccc1Cl	1%	-3%	4%	3%	10	0%	0	i	2%
CCOC(=O)c1cc(-c2nnc(SCC(=O)Nc3ccc(F)cc3)o2)c(C)nc1C	0%	-23%	-5%	4%	5	-4%	0	i	-25%
COc1ccc(CCNC2CCN(C)CC2)cc1OC	6%	11%	3%	nt	10	0%	1	i	5%
CCc1ccccc1NC1=NCC(=O)N1C1CCCCC1	2%	4%	-5%	1%	9	0%	4	i	2%
CSCCC1NC(=O)N(CC(=O)Nc2ccc(N3CCCCC3)cc2)C1=O (stereo not given)	6%	4%	-2%	-2%	2	-2%	0	i	14%
COC(=O)[C@H](CCSC)NC(=O)NC1CCN(Cc2ccccc2)CC1	10%	nt	26%	7%	8	3%	4	i	nt
C=C(C)Cn1c(CCCNC(=O)CCC)nc2ccccc21	3%	-7%	4%	0%	2	7%	7	i	-2%
Cn1c(=O)oc2cc(S(=O)(=O)N3CCCc4ccccc43)ccc21	12%	9%	-4%	-13%	0	5%	6	i	7%
C=CCn1c(=O)n(CCC#N)c(=O)n(CCC#N)c1=O	17%	1%	9%	9%	6	-4%	3	i	-2%
CN(Cc1ccccc1)S(=O)(=O)c1ccc2c(c1)OCCO2	-1%	2%	-3%	11%	5	2%	3	i	0%
Cc1ccc(-c2nnc(N(C)C(=O)c3ccccn3)s2)cn1	17%	-6%	3%	-7%	0	-6%	0	i	-6%	PMK inhibit pilot replicates=4.5;Spn MK inh pilot replicates=0.5;DPM-DC inhibit pilot screen %=0.0
COc1cccc(C2/C(=C(/O)c3ccncc3)C(=O)C(=O)N2CCCN(C)C)c1 (stereo not given)	11%	3%	-3%	2%	12	-2%	11	i	-6%
COC(=O)CSc1ccccc1C(=O)OC	-2%	-1%	-2%	-8%	8	-7%	8	i	-6%
O=C(NCC1CCCO1)C1CCCCN1S(=O)(=O)c1ccc(F)cc1 (stereo not given)	4%	-9%	8%	5%	0	-8%	7	i	-7%
CCC(=O)N1CCCc2cc(S(=O)(=O)N3CCN(c4ccccc4F)CC3)ccc21	0%	1%	2%	5%	0	2%	7	i	1%
Cn1c(=O)[nH]c(=O)c2c1nc(NCCCn1ccnc1)n2Cc1ccc(F)cc1	16%	-22%	23%	-10%	17	11%	13	i	-24%
C1=C(c2ccccc2)Nc2nnnn2C1	5%	-14%	-9%	3%	18	-8%	7	i	-18%
C=CCN(c1ccc(C(N)=O)cc1)S(C)(=O)=O	12%	1%	-3%	-15%	7	-2%	4	i	9%
C=CCN=C(NC#N)SCc1ccccc1Cl	11%	-5%	0%	nt	7	0%	0	i	-5%
Cn1c(Cn2c(=O)sc3ccccc32)nnc1SCC(N)=O	3%	1%	2%	3%	7	-6%	5	i	3%
O=C(NCc1ccc2c(c1)OCO2)c1ccc(COc2cccc(Cl)c2)o1	9%	3%	-7%	10%	2	5%	10	i	13%
CCOc1ccc(Nc2cc(C)nc(-n3nc(C)cc3C)n2)cc1	4%	49%	51%*	8%	1	8%	8	i	41%
Cc1ccc(C(=O)c2ccccc2C(=O)O)c(O)c1	8%	-4%	-8%	6%	9	5%	4	i	0%
COc1ccccc1CNC(=O)C1CCC(CNc2c(N3CCOCC3)c(=O)c2=O)CC1 (stereo not given)	15%	6%	-4%	8%	11	-2%	11	i	6%	PMK inhibit pilot replicates=0.0;Spn MK inh pilot replicates=1.0;DPM-DC inhibit pilot screen %=0.0
COc1ccccc1-c1nc(C#N)c(N2CCC(Cc3ccccc3)CC2)o1	6%	1%	2%	nt	11	1%	12	nt	9%

An excerpt from above in order of number of heavy atoms, high to low.
SMILES	TNAP inhibition	HPDE-C7 viability	HT1080 viability	LYP phosphatase	PMK inhibit	Bfl-1 inhibitors	Spn MK inh	DPM-DC inhibit	HPDE-C7K KRASV12	others
CN(Cc1ccccc1)S(=O)(=O)c1ccc2c(c1)OCCO2	-1%	2%	-3%	11%	5	2%	3	i	0%
COc1ccc(CCNC2CCN(C)CC2)cc1OC	6%	11%	3%	nt	10	0%	1	i	5%
C1=C(c2ccccc2)Nc2nnnn2C1	5%	-14%	-9%	3%	18	-8%	7	i	-18%

(more compounds)
SMILES	TNAP inhibition	HPDE-C7 viability	HT1080 viability	LYP phosphatase	PMK inhibit	Bfl-1 inhibitors	Spn MK inh	DPM-DC inhibit	HPDE-C7K KRASV12	others
CCCNS(=O)(=O)c1ccc(NC(=O)c2ccccn2)cc1	5%	3%	6%	2%	8	-1%	12	i	-7%
CCCC(=O)N1CCN(c2ccc(C(=O)c3ccc(OC)c(Br)c3)cc2F)CC1	9%	58%*	-4%	nt	6	-2%	8	i	62%*
O=c1ccn(CCOc2ccc(Cl)cc2)c(=O)[nH]1	6%	5%	2%	3%	0	1%	0	i	-1%
Cc1cc(S(=O)(=O)N2CCN(Cc3ccc4c(c3)OCO4)CC2)cc(C)c1N1CCCC1=O	4%	5%	-12%	7%	0	-2%	7	i	4%
COc1cccc(OC)c1OCCCOc1c(OC)cccc1OC	8%	-12%	7%	6%	0	-7%	6	i	-6%
O=C(Cc1cccs1)NCc1ccncc1	4%	-9%	-2%	-1%	2	-2%	12	i	-17%
NC(=O)CSc1nnc(-c2ccc(S(=O)(=O)N3CCCC3)cc2)n1Cc1ccco1	-3%	-12%	-22%	nt	4	-5%	6	i	-7%
CCn1c(N2CCN(CC(=O)c3c(C)n(C)c4ccccc34)CC2)nc2c1c(=O)[nH]c(=O)n2C	8%	16%	22%	nt	7	3%	0	i	19%
N#CC1=C(SCc2ccccc2Cl)NC(=O)C(C(N)=O)C1 (stereo not given)	11%	-9%	0%	nt	10	-4%	0	i	8%
CCn1c(/C(C#N)=C(\O)CCc2ccccc2)nc2ccccc21	10%	24%	36%	6%	0	-6%	5	i	18%
Cc1c(NC(=O)CSc2ccc3c(c2)OCCO3)c(=O)n(-c2ccccc2)n1C	9%	7%	4%	nt	7	-2%	3	i	1%
O=C(N1CCN(c2ccccc2)CC1)C(F)(F)C(F)(F)F	2%	3%	-3%	2%	0	-6%	4	i	-4%
Cc1cc(C(=O)CSc2nn(-c3ccccc3)c(=S)s2)c(C)n1Cc1ccco1	19%	-11%	2%	-1%	10	-2%	0	i	-10%
O=C(Nc1cccc(-c2nnn(CC(=O)N3CCc4ccccc4C3)n2)c1)C1CCC1	7%	1%	4%	12%	11	1%	0	i	4%
COc1cc(C(c2nnnn2C2CCCC2)N2CCc3ccccc3C2)ccc1O (stereo not given)	3%	10%	-6%	nt	13	-5%	16	i	-1%
CCOc1ccccc1NC(=O)Cn1nnc(C(=O)NCc2ccco2)c1N	10%	63%*	57%*	5%	3	-7%	0	i	55%*
Cn1cnnc1SCC(=O)c1cc2ccccc2oc1=O	6%	2%	-11%	4%	6	11%	7	i	14%
COC(=O)c1ccccc1NC(=O)Cn1cnc2c1c(=O)n(C)c(=O)n2C	7%	-12%	-14%	nt	12	2%	6	i	-23%
CCOc1ccc(Br)cc1S(=O)(=O)N1CC(C)OC(C)C1 (stereo not given)	5%	3%	-6%	-1%	0	4%	9	i	1%
CCn1c(SCC(=O)c2cc(C)n(-c3ccc(C(=O)OC)cc3)c2C)nnc1-c1cccnc1	31%	-1%	70%*	6%	20	4%	2	i	6%
COC(=O)c1ccsc1NC(=O)C1COc2ccccc2O1 (stereo not given)	4%	-12%	3%	-5%	0	-6%	4	i	5%
CCN(CC)CCNC(=O)C1CCC(=O)N(c2ccc(OC)cc2)C1c1ccc(F)cc1 (stereo not given)	6%	2%	-6%	3%	0	-10%	3	i	5%
COCCCn1c(Cc2ccccc2)nnc1SCC(=O)N1CCCCC1	16%	-7%	-4%	9%	3	-4%	11	i	-4%
CC1(C)Oc2ccc(C(=O)N3CCOCC3)cc2N(CC(=O)Nc2ccccc2)C1=O	5%	-13%	-7%	nt	15	1%	0	i	-21%
COc1ccccc1NC(=O)CSc1nc2ncccc2[nH]1	22%	9%	11%	8%	16	-1%	4	i	11%

Reprinted from the part before: five entries, followed by the next part.
SMILES	TNAP inhibition	HPDE-C7 viability	HT1080 viability	LYP phosphatase	PMK inhibit	Bfl-1 inhibitors	Spn MK inh	DPM-DC inhibit	HPDE-C7K KRASV12	others
COC(=O)c1ccsc1NC(=O)C1COc2ccccc2O1 (stereo not given)	4%	-12%	3%	-5%	0	-6%	4	i	5%
CCN(CC)CCNC(=O)C1CCC(=O)N(c2ccc(OC)cc2)C1c1ccc(F)cc1 (stereo not given)	6%	2%	-6%	3%	0	-10%	3	i	5%
COCCCn1c(Cc2ccccc2)nnc1SCC(=O)N1CCCCC1	16%	-7%	-4%	9%	3	-4%	11	i	-4%
CC1(C)Oc2ccc(C(=O)N3CCOCC3)cc2N(CC(=O)Nc2ccccc2)C1=O	5%	-13%	-7%	nt	15	1%	0	i	-21%
COc1ccccc1NC(=O)CSc1nc2ncccc2[nH]1	22%	9%	11%	8%	16	-1%	4	i	11%
CCOC(=O)c1c(C)nc(-c2ccccc2)nc1NC(=O)C(C)C	10%	-7%	8%	6%	5	0%	9	i	-27%
COC(=O)CC1=C(C(=O)OC)C(c2cccs2)C(C#N)=C(N)O1 (stereo not given)	16%	4%	-5%	-8%	8	0%	9	i	-7%
COc1ccccc1Cc1nc(-c2ccc(Br)o2)no1	6%	5%	-6%	-7%	5	8%	4	i	1%
COC(=O)CSc1nnnn1-c1ccccc1	7%	3%	6%	nt	19	6%	2	i	-1%
CCCSC1=C(C#N)C(c2ccc(Cl)cc2Cl)CC(=O)N1 (stereo not given)	nt	nt	-4%	13%	4	nt	8	i	nt
COc1c(Cl)cc(Cl)cc1/C=N/n1cnnc1	4%	-1%	28%	6%	3	2%	0	i	0%
O=C(NCCc1ccccn1)c1n[nH]c(=O)c2ccccc12	5%	-7%	7%	10%	10	-1%	0	i	-3%
COc1ccc(-c2noc(CCC(=O)NCc3cccnc3)n2)cc1OC	11%	-1%	-1%	-2%	8	-11%	7	i	10%
CCCn1c(CN(C)Cc2ccccc2)nc2c1c(=O)n(C)c(=O)n2C	nt	nt	-2%	nt	0	nt	9	i	nt
O=C1C2CCCN2C(c2cccs2)N1c1ccc(Cl)cc1 (stereo not given)	11%	nt	-8%	3%	8	-2%	6	i	nt
CCC1CCCCN1S(=O)(=O)c1ccc(S(=O)(=O)N2CCN(S(=O)(=O)CC)CC2)cc1 (stereo not given)	5%	4%	-14%	4%	0	-2%	5	i	-1%
COC(=O)c1ccc(CSc2nnc(SCc3ccc(C(=O)OC)o3)s2)o1	nt	nt	-5%	3%	2	nt	0	i	nt
CC(=O)Nc1nonc1NC(=O)CSc1ncn[nH]1	-27%	0%	8%	-1%	14	5%	0	i	6%
CCCC(=O)Nc1ccc(NC(=O)c2ccccc2Cl)nc1	0%	-4%	2%	-1%	14	-5%	0	i	5%
COc1ccc(C2/C(=C(\O)c3ccc4c(c3)OCCO4)C(=O)C(=O)N2CCCN(C)C)c(OC)c1 (stereo not given)	3%	-1%	7%	-23%	14	-2%	10	i	5%
O=C(NCc1ccccn1)C1CCN(S(=O)(=O)c2cccs2)CC1	8%	-11%	1%	6%	15	-12%	6	i	-6%
